VLA-4 inh: inhibition in a human VLA-4 binding assay | inhibition, % (about 7 µM as worked out from the volumes in the protocol) | 330,000 compounds, 0.2% hits | VLA-4 expressing cells, ligand binding flow cytometry; in the data active = inhibition above about 50%
Target sequence (P13612 whole entry, looked up): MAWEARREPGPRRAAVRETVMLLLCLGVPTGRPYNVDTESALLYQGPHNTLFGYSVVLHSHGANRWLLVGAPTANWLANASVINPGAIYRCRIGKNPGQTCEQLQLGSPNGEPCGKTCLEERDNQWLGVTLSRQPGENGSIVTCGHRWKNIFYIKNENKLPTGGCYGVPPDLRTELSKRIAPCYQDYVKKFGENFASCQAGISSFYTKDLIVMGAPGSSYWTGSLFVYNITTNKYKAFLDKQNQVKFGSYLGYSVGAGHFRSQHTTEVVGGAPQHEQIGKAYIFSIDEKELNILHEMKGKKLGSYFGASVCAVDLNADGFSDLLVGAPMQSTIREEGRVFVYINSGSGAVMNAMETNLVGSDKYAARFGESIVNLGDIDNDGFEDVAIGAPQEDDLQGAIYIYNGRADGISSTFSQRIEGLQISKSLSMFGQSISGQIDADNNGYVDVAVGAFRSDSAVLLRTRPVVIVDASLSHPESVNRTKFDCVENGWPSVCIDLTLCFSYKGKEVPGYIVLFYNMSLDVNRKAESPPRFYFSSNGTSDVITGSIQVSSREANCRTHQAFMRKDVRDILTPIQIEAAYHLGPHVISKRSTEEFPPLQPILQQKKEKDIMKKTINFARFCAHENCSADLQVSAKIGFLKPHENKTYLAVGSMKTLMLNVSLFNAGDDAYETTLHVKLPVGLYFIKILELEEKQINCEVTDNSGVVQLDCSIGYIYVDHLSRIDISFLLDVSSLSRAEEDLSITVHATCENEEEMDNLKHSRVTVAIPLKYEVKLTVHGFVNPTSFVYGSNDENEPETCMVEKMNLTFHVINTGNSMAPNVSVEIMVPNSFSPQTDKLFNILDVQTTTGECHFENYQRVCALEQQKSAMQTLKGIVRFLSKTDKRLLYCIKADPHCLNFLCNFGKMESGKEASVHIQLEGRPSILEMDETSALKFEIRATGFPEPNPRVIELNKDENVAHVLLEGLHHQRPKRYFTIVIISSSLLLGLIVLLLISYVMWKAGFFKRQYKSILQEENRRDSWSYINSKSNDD
Fh CTSL1 inh: cathepsin L1 inhibition, PFM18AAP counter-screen; recombinant F. hepatica cathepsin L1, Z-Leu-Arg-MCA fluorescence; inhibition, % at 5.96 µM; 300,000 compounds, 0.49% hits; AID 1906;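 active = inhibition above the mean of all tested compounds plus 3 SD, set per screening campaign, cut at about 17% in these data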;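 note: 0% = plate median of test compound wells and 100% = 1 µM Z-Phe-Ala-diazomethylketone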
core dimer inh: HCV core protein dimerization inhibition; TR-FRET GST/Flag-core106 dimerization, 1536-well; inhibition, % at 5 µM; 300,000 compounds, 0.33% hits; AID 1899;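 active = inhibition above the mean of all tested compounds plus 3 SD, set per screening campaign, cut at about 45% in these data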
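Assay system – GST-tagged and Flag-tagged HCV core protein residues 1-106 · Quantity – core106 proteins, GST 13.5 nM and Flag 17 nM · Benchmarks – unlabelled core106 and no-GST-core106 wells · Read-out basis – percent inhibition of core106 dimerization signal · Detection – time-resolved FRET, ex 340 nm, em 617 and 671 nm · Schedule – 4 h at 22.5 °C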
JMJD2C inh: human JMJD2C demethylase inhibition. inhibition, % at 2.35 µM. GST-JMJD2C(1-420) H3K9me3 demethylation, DELFIA europium. Q9H3R0. 330,000 compounds, 0.069% hits;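 active = more than half of a compound's replicate wells show inhibition beyond 50%, single wells judged on their own value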;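 note: signal counts dimethyl H3K9 product captured on neutravidin plate; 0% = median of DMSO wells and 100% = 0.3 times that DMSO median; strong numbers were not always called active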
PP1 counter: counter-screen for PP5 inhibitors: inhibitors of human PP1-alpha; inhibition, % at 6.7 µM; 320,000 compounds, 0.9% hits; purified PP1alpha, OMFP fluorescence;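 active = inhibition above the mean inhibition of all tested compounds plus 3 SD, computed separately for each screening campaign, cut at about 15% in these data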
GRK2 inh: human GRK2 inhibition via aptamer displacement; 330,000 compounds, 0.59% hits; bead flow cytometry, FAM-aptamer displacement from GRK2; inhibition of aptamer binding, % at 10 µM; P25098;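 active = inhibition of aptamer binding above 40%, roughly 3 SD of noise, on plates passing a quality check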;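 note: median bead fluorescence of bound FAM aptamer so fluorescent compounds give negative values; no value below 0 was filed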
procasp3 activ: activates human procaspase-3; P42574; recombinant procaspase-3 D3A, Ac-DEVD-pNA absorbance 405 nm; activation, % at 8.5 µM; 330,000 compounds, 0.11% hits;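 active = activation above the mean of all tested compounds plus 3 SD, cut at about 21% in these data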;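 note: 0% = DMSO alone and 100% = DMSO wells spiked with extra 5 µM PC-3 D3A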
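Test system: Procaspase-3 D3A mutant; medium: Zinc-free HEPES/NaCl buffer with 0.01% Triton X-100 at pH 7.4; reagent: DEVD-pNA substrate; doses: one concentration, 8.5 µM nominal, 0.8% DMSO; times: 1 h preincubation plus 2 h reaction at 25 °C; signal: Epi-absorbance at 405 nm of released p-nitroaniline, 0 and 120 min; replicates: singlicate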
PP5 primary: inhibitors of human protein phosphatase 5 (PP5); P53041; purified PP5c, OMFP substrate fluorescence; inhibition, % at 6.7 µM; 320,000 compounds, 0.18% hits;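 active = inhibition above the campaign's mean inhibition across all tested compounds plus 3 SD, cut at about 9.5% in these data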;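 note: 0% = DMSO only and 100% = 100 µM cantharidin control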
procasp7 counter: counter-screen for procaspase-3 activators: activators of human procaspase-7; recombinant procaspase-7, Ac-DEVD-pNA absorbance 405 nm; D23A/D198A/D206A triple mutant, cannot self-cleave; scale: DMSO 0, 5 µM enzyme 100; activation, % at 8.5 µM; 330,000 compounds, 0.093% hits;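 active = percent activation above the screen-wide mean plus 3 SD, cut at about 25% in these data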
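Replicates: singlicate. Assay system: Procaspase-7 triple mutant (PC-7 D3A). Signal: 405 nm absorbance of p-nitroaniline. Times: 1 h preincubation, 2 h reaction. Buffer or medium: Zinc-free HEPES pH 7.4 with 300 mM NaCl, 0.01% Triton X-100. Also added: DEVD-pNA substrate. Benchmarks: DMSO wells as 0%, DMSO with 5 µM added PC-7 as 100%.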
Starred values were filed as active, the others as inactive; x = no result given.

Letters: A = VLA-4 inh; B = Fh CTSL1 inh; C = core dimer inh; D = JMJD2C inh; E = PP1 counter; F = GRK2 inh; G = procasp3 activ; H = PP5 primary; I = procasp7 counter
CSCC[C@H](NC(=O)c1ccco1)c1nnc2ccccn12
  A: 0	B: -2	C: 2	D: -3	E: 10	F: 0	G: 9	H: 1.5	I: 3
Cn1c(-[n+]2c(-c3ccccc3)cc(-c3ccccc3)cc2-c2ccccc2)nc2c([N+](=O)[O-])cccc21
  A: -3	B: -7	C: -5	D: -19	E: 3	F: 2	G: -5	H: 0.7	I: -6
S=C(Nc1ccc2[nH]ccc2c1)NC1CCCCC1
  A: 6	B: -2	C: 2	D: -11	E: -1	F: 2	G: -1	H: 1.6	I: 0
O=C(O)c1ccc(NC(=O)c2cc3ccccc3o2)cc1
  A: 13	B: 4	C: -1	D: -21	E: -2	F: 1	G: -10	H: -1.1	I: -11
CSCCC(=O)NC1CC(C)(C)Cc2c1cnn2-c1ccccc1C (configuration not stated)
  A: 15	B: -4	C: -7	D: -5	E: -4	F: 0	G: 1	H: 3.0	I: -4
NNc1nc2ccc(Cl)cc2s1
  A: 7	B: -2	C: -2	D: 15	E: 2	F: 1	G: 5	H: 0.3	I: 7
COc1ccc(OC(C)C(=O)Nc2ccc(F)cc2F)cc1 (configuration not stated)
  A: 17	B: -1	C: -4	D: -7	E: -1	F: 2	G: 5	H: -0.3	I: 3
CCC/C=C1/CCCOC(C(=O)NCc2cc(C)n(C)n2)(C(F)(F)F)C1 (configuration not stated)
  A: -4	B: -1	C: -1	D: 2	E: -2	F: 0	G: -1	H: 0.5	I: 0
CCn1cc(S(=O)(=O)CC(=O)Nc2ccc3c(c2)OCCO3)c2ccccc21
  A: 5	B: -5	C: -4	D: 1	E: -2	F: 1	G: 11	H: 3.1	I: 10
Cc1cc(C)n2c(-c3ccccc3Cl)nnc2n1
  A: 14	B: -2	C: 22	D: -5	E: -2	F: 0	G: -2	H: -2.9	I: 4
COC(=O)c1ccc(COc2ccc(/C=C/C(=O)c3ccc(OC)c(CSCC(=O)O)c3)cc2OC)cc1
  A: 0	B: -4	C: 43	D: -12	E: 9	F: 0	G: -4	H: -0.8	I: -13
O=C1CN(C(=O)CC2C(=O)NCCN2Cc2ccccc2C(F)(F)F)CCN1 (configuration not stated)
  A: 10	B: 9	C: 4	D: -8	E: -2	F: 2	G: 0	H: -1.7	I: -1
CCCC(=O)C1=C(O)C(C(=O)OC)C(C)(C)CC1=Nc1cccc([N+](=O)[O-])c1 (configuration not stated)
  A: -1	B: 5	C: 3	D: 1	E: -3	F: 0	G: 16	H: -0.5	I: 8
O=C(Nc1cccnc1)c1cc(F)cc(F)c1
  A: 9	B: -2	C: -6	D: -10	E: -1	F: 0	G: -3	H: -1.1	I: 0
CC1C/C(=C/c2ccco2)C(=O)/C(=C/c2ccco2)C1 (configuration not stated)
  A: -32	B: 8	C: 25	D: -4	E: 0	F: 20	G: -3	H: -1.5	I: -19
O=C(CSc1ccc(-c2cccc([N+](=O)[O-])c2)nn1)NCc1ccccc1
  A: 2	B: -2	C: 2	D: 61	E: 2	F: 0	G: -1	H: -2.8	I: 5
OCC1=C[C@@H](O)C2C=CO[C@@H](O[C@@H]3O[C@H](CO)[C@@H](O)[C@H](O)[C@H]3O)C12 (some centres not stated)
  A: 20	B: x	C: x	D: 3	E: x	F: 1	G: 3	H: x	I: 1
O=C(CCC1CCCCC1)NNC(=O)c1cnccn1
  A: 11	B: -4	C: 3	D: -7	E: 0	F: 0	G: 6	H: 3.5	I: 4
N#CNC(=Nc1cccc(F)c1)SCc1ccccc1
  A: 2	B: -3	C: -5	D: -9	E: -2	F: 0	G: 8	H: 0.6	I: 10
Cc1ccc(SCCC(=O)N(C)C)cc1
  A: -4	B: -4	C: -1	D: -5	E: -2	F: 5	G: -2	H: 2.1	I: -6
Cc1c(Cl)c([N+](=O)[O-])nn1CC(=O)N1CCc2ccccc2C1
  A: 15	B: 3	C: -7	D: 9	E: 0	F: 3	G: -1	H: 0.2	I: 6
COC(=O)Nc1nc(C)c(C(=O)N(C)C)s1
  A: 18	B: -2	C: -6	D: -7	E: -4	F: 0	G: -7	H: 3.0	I: 5
COc1ccccc1CNC(=O)CN(C)S(=O)(=O)c1cccc2cccnc12
  A: -1	B: -3	C: 1	D: 4	E: 0	F: 1	G: 8	H: 1.0	I: -2
COC(=O)CSc1nnc([C@H](Cc2ccccc2)NC(=O)OC(C)(C)C)o1
  A: -11	B: 4	C: -5	D: -13	E: 1	F: 2	G: 9	H: 0.4	I: 4
CC1(C)CC(=O)C=C(Nc2ccc(F)cc2F)C1
  A: 10	B: -1	C: 6	D: -2	E: -4	F: 0	G: 5	H: 1.3	I: 3

Exported as tab-separated lines: entries from further up.
SMILES	VLA-4 inh	Fh CTSL1 inh	core dimer inh	JMJD2C inh	PP1 counter	GRK2 inh	procasp3 activ	PP5 primary	procasp7 counter
CSCC[C@H](NC(=O)c1ccco1)c1nnc2ccccn12	0	-2	2	-3	10	0	9	1.5	3
Cn1c(-[n+]2c(-c3ccccc3)cc(-c3ccccc3)cc2-c2ccccc2)nc2c([N+](=O)[O-])cccc21	-3	-7	-5	-19	3	2	-5	0.7	-6
S=C(Nc1ccc2[nH]ccc2c1)NC1CCCCC1	6	-2	2	-11	-1	2	-1	1.6	0
O=C(O)c1ccc(NC(=O)c2cc3ccccc3o2)cc1	13	4	-1	-21	-2	1	-10	-1.1	-11
CSCCC(=O)NC1CC(C)(C)Cc2c1cnn2-c1ccccc1C (configuration not stated)	15	-4	-7	-5	-4	0	1	3.0	-4
NNc1nc2ccc(Cl)cc2s1	7	-2	-2	15	2	1	5	0.3	7
COc1ccc(OC(C)C(=O)Nc2ccc(F)cc2F)cc1 (configuration not stated)	17	-1	-4	-7	-1	2	5	-0.3	3
CCC/C=C1/CCCOC(C(=O)NCc2cc(C)n(C)n2)(C(F)(F)F)C1 (configuration not stated)	-4	-1	-1	2	-2	0	-1	0.5	0
CCn1cc(S(=O)(=O)CC(=O)Nc2ccc3c(c2)OCCO3)c2ccccc21	5	-5	-4	1	-2	1	11	3.1	10
Cc1cc(C)n2c(-c3ccccc3Cl)nnc2n1	14	-2	22	-5	-2	0	-2	-2.9	4
COC(=O)c1ccc(COc2ccc(/C=C/C(=O)c3ccc(OC)c(CSCC(=O)O)c3)cc2OC)cc1	0	-4	43	-12	9	0	-4	-0.8	-13

The list continues:
Letters: A = VLA-4 inh; B = Fh CTSL1 inh; C = core dimer inh; D = JMJD2C inh; E = PP1 counter; F = GRK2 inh; G = procasp3 activ; H = PP5 primary; I = procasp7 counter
COc1cccc2cc(C(C)N(CCCN3CCOCC3)C(=S)Nc3cc(C)ccc3C)oc12 (configuration not stated)
  A: 3	B: 4	C: 0	D: -12	E: -3	F: 0	G: 1	H: 0.5	I: 0
Cc1ccc(NC(=O)COC(=O)CN2CCCCCC2=O)cc1C
  A: 17	B: x	C: x	D: -2	E: -1	F: 3	G: -5	H: 3.2	I: 5
COc1ccc(OC)c(NC(=O)c2ccc3c(c2)OCO3)c1
  A: 17	B: -1	C: -2	D: -7	E: 6	F: 0	G: -2	H: 4.8	I: -2
S=C(Nc1ccc(Cl)cc1)c1sc(N2CCCCC2)nc1N1CCOCC1
  A: -2	B: -1	C: 20	D: 5	E: -1	F: 4	G: 3	H: 0.2	I: -8
CCOC(=O)N1CCN(C(=O)C2CCN(Cc3nc(-c4ccccc4C)oc3C)CC2)CC1
  A: -11	B: 3	C: -1	D: -2	E: -5	F: 0	G: 6	H: -1.4	I: -2
O=C(N/N=C/c1ccco1)c1ccc(Br)o1
  A: -4	B: 7	C: -1	D: -5	E: -1	F: 0	G: 3	H: 1.6	I: 3
COc1cc(/C=N\NC(=O)c2nonc2N)c(OC)cc1Br
  A: 14	B: 3	C: 7	D: 2	E: 1	F: 2	G: 1	H: 0.2	I: 1
CCCCN(C)C(=O)C1CCC(CNS(=O)(=O)c2ccc3c(c2)CC(C)N3C(=O)C2CC2)CC1 (configuration not stated)
  A: 6	B: 3	C: 9	D: 11	E: -2	F: 0	G: -2	H: 3.0	I: -1
CCN(CC)CCCNC(=S)N(Cc1cccs1)Cc1cc2cc3c(cc2[nH]c1=O)OCCO3
  A: 5	B: -4	C: 1	D: 5	E: 2	F: 4	G: 4	H: 3.5	I: 9
CCN1CCN(C(CNS(=O)(=O)c2cccs2)c2cccnc2)CC1 (configuration not stated)
  A: -9	B: -3	C: 0	D: 4	E: -1	F: 0	G: 2	H: -0.2	I: 2
O=C1C=C(c2ccc(C(=O)O)c(Cl)c2)C[C@@H](c2ccc3c(c2)OCO3)C1
  A: 6	B: x	C: x	D: 3	E: x	F: 4	G: 8	H: x	I: -4
N#C/C(=C\c1ccccc1O)C(=O)Nc1cccnc1
  A: -3	B: 3	C: 2	D: 2	E: -3	F: 2	G: -4	H: 1.1	I: 8
C=CCNc1nc(-c2ccc3c(c2)OCCO3)cs1
  A: 4	B: 0	C: -4	D: -4	E: -2	F: 0	G: 5	H: 1.9	I: -1
COc1ccc(CCN(C)C2CCCN(C(=O)c3ccnn3C)C2)cc1OC (configuration not stated)
  A: 14	B: 0	C: 5	D: -3	E: 1	F: 1	G: -5	H: 1.6	I: 8
CC(=O)c1sc(NC(=O)C2=NN(c3ccccc3)C(=O)CC2)nc1C
  A: -43	B: -2	C: -1	D: 11	E: -1	F: 0	G: 8	H: -0.4	I: 1
CCCCn1c(SCc2nc(N)nc(N3CCCCC3)n2)nc2c1c(=O)n(C)c(=O)n2C
  A: -1	B: 1	C: -8	D: 2	E: -2	F: 0	G: -6	H: 0.3	I: -1
Cc1ccc(S(=O)(=O)c2cc3c(=O)n4ccccc4nc3n(C3CCCCC3)c2=N)cc1
  A: 15	B: 1	C: 9	D: -5	E: 1	F: 2	G: -12	H: -0.7	I: -9
COc1ccc(-c2cc(C(F)F)n3ncc(C(=O)N4CCSCC4)c3n2)cc1
  A: 5	B: 10	C: 0	D: -5	E: 0	F: 2	G: 4	H: -1.3	I: -1

Part of the list above, set out differently.
mol | VLA-4 inh | Fh CTSL1 inh | core dimer inh | JMJD2C inh | PP1 counter | GRK2 inh | procasp3 activ | PP5 primary | procasp7 counter
CCC/C=C1/CCCOC(C(=O)NCc2cc(C)n(C)n2)(C(F)(F)F)C1 (configuration not stated) | -4 | -1 | -1 | 2 | -2 | 0 | -1 | 0.5 | 0
CCn1cc(S(=O)(=O)CC(=O)Nc2ccc3c(c2)OCCO3)c2ccccc21 | 5 | -5 | -4 | 1 | -2 | 1 | 11 | 3.1 | 10

Screening results as filed in PubChem BioAssay.
